Wee1 stabilizer: blocks degradation of human Wee1 kinase; HeLa Luc-Wee1K328M stability, luciferase luminescence; 100% = proteasome inhibitor MG132 effect; reporter increase, % at 5 µM; 220,000 compounds, 1.2% hits; AID 1321;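 active means activation above the mean of all tested compounds plus 3 SD, set per screening run, cut at about 8.8% in these data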;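 further: cells exposed to compound for 20 h before luminescence read; 0% = DMSO alone and 100% = MG132 at 30 µM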
eIF4E-4G inh: inhibitors of eIF4E and eIF4G interaction in translation initiation | 220,000 compounds, 0.37% hits | TR-FRET eIF4E-eIF4GI(517-606) binding, 2 h | P63073+Q04637 | inhibition, % at 21.7 µM;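 active means inhibition above about 30%, limit read from the data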;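 further: 0% = full FRET control wells and 100% = background wells lacking eIF4GI fragment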
Ba/F3 V617F tox: loss of viability in JAK2V617F-driven Ba/F3 cells | 220,000 compounds, 1.1% hits | AID 1446 | Ba/F3 EpoR-JAK2V617F viability, ATP luminescence | inhibition, % at 5.6 µM;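 active means inhibition above the campaign mean plus 3 SD over all tested compounds, cut at about 24% in these data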;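 further: cytokine-independent growth of Ba/F3 cells driven by EpoR plus mutant JAK2; 0% = DMSO-treated cells and 100% = JAK inhibitor I control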
BaF3 tox: parental Ba/F3 viability inhibition as JAK2V617F counter-screen. inhibition, % at 5.6 µM. 220,000 compounds, 1.1% hits. CellTiter-Glo ATP luminescence;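 active means inhibition above a per-campaign cutoff, the mean inhibition of all tested compounds plus 3 SD, cut at about 27% in these data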;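 further: 0% = DMSO wells and 100% = JAK Inhibitor I control wells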
S1P4 agonist: activates the human S1P4 receptor | 220,000 compounds, 0.35% hits | activation, % at 4.98 µM | S1P4-expressing cell line, agonist reporter assay | O95977; in the data active means activation above about 11%;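 further: 0% = DMSO vehicle and 100% = reference agonist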
Target sequence (O95977 whole entry, looked up): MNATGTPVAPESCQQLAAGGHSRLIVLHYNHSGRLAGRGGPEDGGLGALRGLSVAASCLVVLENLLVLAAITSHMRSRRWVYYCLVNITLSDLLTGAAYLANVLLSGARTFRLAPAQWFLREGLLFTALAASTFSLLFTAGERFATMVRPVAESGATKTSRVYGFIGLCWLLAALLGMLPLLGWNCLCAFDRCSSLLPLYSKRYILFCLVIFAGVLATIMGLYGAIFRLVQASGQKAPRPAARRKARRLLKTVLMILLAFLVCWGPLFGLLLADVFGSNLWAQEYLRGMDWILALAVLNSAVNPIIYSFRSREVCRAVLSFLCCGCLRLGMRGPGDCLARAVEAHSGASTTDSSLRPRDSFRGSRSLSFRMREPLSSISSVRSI
NPY-Y2 PAM-ag: potentiates or activates human NPY-Y2 receptor | cells expressing NPY-Y2, potentiator/agonist read-out | activation, % at 3.6 µM | 220,000 compounds, 0.45% hits; in the data active means activation above about 27%;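 further: cells stimulated with NPY near EC25 plus isoproterenol at EC100; 0% = vehicle plus submaximal agonist and 100% = vehicle plus saturating agonist; some results beyond the cut were filed as inactive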
PERK inhibitor: inhibitors of human PERK kinase; inhibition, % at 5.6 µM; Q9NZJ5; 220,000 compounds, 0.17% hits; AID 1416; CHO PERK-DD fusion, SEAP luminescence translation reporter;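 active means inhibition above the mean inhibition of all tested compounds plus 3 SD, set separately per screening campaign, cut at about 2.9% in these data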;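 further: PERK kinase domain activated by AP20187 dimerizer at 100 nM; 0% = DMSO with dimerizer and 100% = rapamycin at 8.4 µM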
Mdm2 ligase inh: inhibitors of human Mdm2 E3 ubiquitin ligase; Q00987; cell-based MDM2 ubiquitination luciferase reporter, 2 h; 0 = plate control, 100 = twice control, blank-subtracted; 210,000 compounds, 0.11% hits; signal enhancement, % at 5 µM;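 active means signal enhancement of 30% or more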;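 further: luminescence tracks abundance of the self-degrading MDM2-luciferase fusion protein; higher signal means inhibition of MDM2 E3 ligase activity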
Target sequence (Q00987 whole entry, looked up, the tested form may be a part): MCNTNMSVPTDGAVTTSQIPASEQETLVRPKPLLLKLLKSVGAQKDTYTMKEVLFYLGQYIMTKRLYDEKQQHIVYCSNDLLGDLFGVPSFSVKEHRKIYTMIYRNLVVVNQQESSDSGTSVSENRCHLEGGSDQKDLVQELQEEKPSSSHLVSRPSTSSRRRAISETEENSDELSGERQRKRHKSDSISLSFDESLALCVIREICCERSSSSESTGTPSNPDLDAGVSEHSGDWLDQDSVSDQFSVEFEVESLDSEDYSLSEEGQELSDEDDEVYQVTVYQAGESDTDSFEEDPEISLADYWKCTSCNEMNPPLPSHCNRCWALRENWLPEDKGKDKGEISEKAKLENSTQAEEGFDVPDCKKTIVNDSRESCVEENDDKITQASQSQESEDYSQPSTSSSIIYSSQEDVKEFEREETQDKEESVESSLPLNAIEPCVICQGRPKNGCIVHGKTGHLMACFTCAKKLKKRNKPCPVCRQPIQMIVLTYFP
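Assay system: stable mammalian line carrying autodegrading MDM2–luciferase fusion reporter; amount: 2000 cells seeded into each well; buffer or medium: DMEM; benchmarks: plate control and blank wells; signal: luciferase luminescence; timing: 2 h compound exposure at 37 °C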
S1P4 antagonist: human S1P4 receptor antagonism; inhibition, % at 4.98 µM; O95977; S1P4-expressing cells, antagonist mode, reporter read-out; AID 1510; 220,000 compounds, 0.26% hits; in the data active means inhibition above about 29%;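 further: 0% = wells stimulated with agonist and 100% = vehicle wells without agonist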
* hit, by the source's call; [ ] = another dose, or the depositor's remark.

How did CCOC(=O)Cc1csc(NC(=O)COc2ccc(OC)cc2)n1 do in these assays?
Wee1 stabilizer: 1; eIF4E-4G inh: -1; Ba/F3 V617F tox: -4; BaF3 tox: 3; S1P4 agonist: -0.7; NPY-Y2 PAM-ag: 7; PERK inhibitor: -0.9; Mdm2 ligase inh: -14; S1P4 antagonist: -10

How did O=C(O)c1ccc(NC(CSCc2ccccc2F)C(=O)O)c([N+](=O)[O-])c1 (centres undefined) do in these assays?
Wee1 stabilizer: 6; eIF4E-4G inh: -1[fluorescence artefact?]; Ba/F3 V617F tox: -3; BaF3 tox: 4; S1P4 agonist: 2.1; NPY-Y2 PAM-ag: 5; PERK inhibitor: 0.5; Mdm2 ligase inh: -5; S1P4 antagonist: 2

What do the screens show for `OCC#CCSc1nnc(-c2ccncc2)o1`?
Wee1 stabilizer: 0; eIF4E-4G inh: 1; Ba/F3 V617F tox: -1; BaF3 tox: 8; S1P4 agonist: 0.9; NPY-Y2 PAM-ag: 5; PERK inhibitor: 0.7; Mdm2 ligase inh: -15; S1P4 antagonist: -16

Results for O=C(Oc1ccc(Cl)c2cccnc12)c1ccco1 ?
Wee1 stabilizer: 1; eIF4E-4G inh: -4; Ba/F3 V617F tox: 0; BaF3 tox: 6; S1P4 agonist: -2.2; NPY-Y2 PAM-ag: 7; PERK inhibitor: -0.7; Mdm2 ligase inh: -3; S1P4 antagonist: -1

What do the screens show for `CCNC(=O)COC(=O)c1ccc(NS(=O)(=O)c2ccc3c(c2)OCCO3)cc1`?
Wee1 stabilizer: 0; eIF4E-4G inh: 4; Ba/F3 V617F tox: 3; BaF3 tox: 7; S1P4 agonist: -1.1; NPY-Y2 PAM-ag: -1; PERK inhibitor: 0.2; Mdm2 ligase inh: -23; S1P4 antagonist: -11

What do the screens show for `N#Cc1c(-c2ccccc2)nc(N2CCOCC2)[nH]c1=O`?
Wee1 stabilizer: -1; eIF4E-4G inh: 1; Ba/F3 V617F tox: 1; BaF3 tox: 2; S1P4 agonist: -0.1; NPY-Y2 PAM-ag: -1; PERK inhibitor: 0.7; Mdm2 ligase inh: -1; S1P4 antagonist: -8

How did CCc1ccccc1NC(=O)CSc1nnc(-c2ccco2)n1N do in these assays?
Wee1 stabilizer: -2; eIF4E-4G inh: -6[fluorescence artefact?]; Ba/F3 V617F tox: -1; BaF3 tox: 3; S1P4 agonist: 0.9; NPY-Y2 PAM-ag: -11; PERK inhibitor: 0.2; Mdm2 ligase inh: -3; S1P4 antagonist: -2

Results for O=C(c1ccco1)N1CCN(c2ncnc3sc4c(c23)CCC4)CC1 ?
Wee1 stabilizer: -3; eIF4E-4G inh: 5; Ba/F3 V617F tox: -1; BaF3 tox: -2; S1P4 agonist: 1.3; NPY-Y2 PAM-ag: -8; PERK inhibitor: -1.3; Mdm2 ligase inh: 3; S1P4 antagonist: 13

Results for O=C(/C=C/c1ccc(-c2ccccc2)o1)c1ccccc1 ?
Wee1 stabilizer: 1; eIF4E-4G inh: 4; Ba/F3 V617F tox: -4; BaF3 tox: 2; S1P4 agonist: 0.1; NPY-Y2 PAM-ag: 5; PERK inhibitor: -0.4; Mdm2 ligase inh: -2; S1P4 antagonist: 4

What do the screens show for `O=S(=O)(c1cc(F)cc(F)c1)N1CCN(c2ncccn2)CC1`?
Wee1 stabilizer: 1; eIF4E-4G inh: 3; Ba/F3 V617F tox: 8; BaF3 tox: 8; S1P4 agonist: -2.8; NPY-Y2 PAM-ag: -15; PERK inhibitor: 0.1; Mdm2 ligase inh: -15; S1P4 antagonist: -8

Results for COc1ccc(OCC(=O)O/N=C(\N)c2ccc(OC)cc2)cc1 ?
Wee1 stabilizer: 1; eIF4E-4G inh: 2; Ba/F3 V617F tox: -4; BaF3 tox: 0; S1P4 agonist: 1.0; NPY-Y2 PAM-ag: -44; PERK inhibitor: 0.8; Mdm2 ligase inh: -10; S1P4 antagonist: -3

Results for O=C(NC1=NCCS1)c1ccc(Cl)c(S(=O)(=O)N2CCCCC2)c1 ?
Wee1 stabilizer: 1; eIF4E-4G inh: 4[fluorescence artefact?]; Ba/F3 V617F tox: 3; BaF3 tox: 4; S1P4 agonist: -2.2; NPY-Y2 PAM-ag: 6; PERK inhibitor: -1.9; Mdm2 ligase inh: -6; S1P4 antagonist: 6

Structures listed so far that contain an aryl thioether with sulfur outside any ring:
What do the screens show for `OCC#CCSc1nnc(-c2ccncc2)o1`?
Wee1 stabilizer: 0; eIF4E-4G inh: 1; Ba/F3 V617F tox: -1; BaF3 tox: 8; S1P4 agonist: 0.9; NPY-Y2 PAM-ag: 5; PERK inhibitor: 0.7; Mdm2 ligase inh: -15; S1P4 antagonist: -16

How did CCc1ccccc1NC(=O)CSc1nnc(-c2ccco2)n1N do in these assays?
Wee1 stabilizer: -2; eIF4E-4G inh: -6[fluorescence artefact?]; Ba/F3 V617F tox: -1; BaF3 tox: 3; S1P4 agonist: 0.9; NPY-Y2 PAM-ag: -11; PERK inhibitor: 0.2; Mdm2 ligase inh: -3; S1P4 antagonist: -2

Additional records follow.
Results for Cc1cc2cc(CCNC(=O)c3ccc(Br)o3)c(=O)[nH]c2cc1C ?
Wee1 stabilizer: 9; eIF4E-4G inh: -5; Ba/F3 V617F tox: -1; BaF3 tox: 2; S1P4 agonist: -0.6; NPY-Y2 PAM-ag: -2; PERK inhibitor: -1.2; Mdm2 ligase inh: 1; S1P4 antagonist: 18

What do the screens show for `CCCSc1nsc(NC(=O)CCC)n1`?
Wee1 stabilizer: 13*; eIF4E-4G inh: 1; Ba/F3 V617F tox: 6; BaF3 tox: 3; S1P4 agonist: -1.4; NPY-Y2 PAM-ag: -14; PERK inhibitor: -0.2; Mdm2 ligase inh: -5; S1P4 antagonist: -8

What do the screens show for `CC(=O)c1cccc(S(=O)(=O)NC2CCCCCC2)c1`?
Wee1 stabilizer: 2; eIF4E-4G inh: 6; Ba/F3 V617F tox: -2; BaF3 tox: 2; S1P4 agonist: -0.7; NPY-Y2 PAM-ag: -2; PERK inhibitor: 1.0; Mdm2 ligase inh: -14; S1P4 antagonist: -7

What do the screens show for `S=C(Nc1ccc(Br)cc1)N1CCn2cccc2C1c1cccnc1` (centres undefined)?
Wee1 stabilizer: 4; eIF4E-4G inh: -3; Ba/F3 V617F tox: -1; BaF3 tox: 8; S1P4 agonist: 0.1; NPY-Y2 PAM-ag: 1; PERK inhibitor: 0.6; Mdm2 ligase inh: -5; S1P4 antagonist: -8

Results for COc1ccc(C(=O)NNC2=CC(=O)CC(C)(C)C2)cc1OC ?
Wee1 stabilizer: 1; eIF4E-4G inh: 3; Ba/F3 V617F tox: -2; BaF3 tox: 6; S1P4 agonist: 0.2; NPY-Y2 PAM-ag: -3; PERK inhibitor: 1.2; Mdm2 ligase inh: -2; S1P4 antagonist: 1

Results for O=C(CCC1CCCCC1)Nc1c2c(nn1-c1ccc(F)cc1)CS(=O)(=O)C2 ?
Wee1 stabilizer: 1; eIF4E-4G inh: 8[fluorescence artefact?]; Ba/F3 V617F tox: 1; BaF3 tox: 6; S1P4 agonist: -1.0; NPY-Y2 PAM-ag: -10; PERK inhibitor: -0.5; Mdm2 ligase inh: -3; S1P4 antagonist: 0

Results for Cc1ccc(C2=C(c3ccc([N+](=O)[O-])cc3)C(=O)OC2)cc1C ?
Wee1 stabilizer: -1; eIF4E-4G inh: 7; Ba/F3 V617F tox: 1; BaF3 tox: 4; S1P4 agonist: 2.7; NPY-Y2 PAM-ag: 6; PERK inhibitor: -0.2; Mdm2 ligase inh: 1; S1P4 antagonist: -12

How did Cc1ccc(-n2nnnc2SCn2nnc3ccccc3c2=O)c(C)c1 do in these assays?
Wee1 stabilizer: -2; eIF4E-4G inh: 2; Ba/F3 V617F tox: -3; BaF3 tox: 1; S1P4 agonist: -1.2; NPY-Y2 PAM-ag: 15; PERK inhibitor: 1.0; Mdm2 ligase inh: -9; S1P4 antagonist: -6

What do the screens show for `C/C(Cc1ccccc1)=N\NC(=O)CNC(=O)c1cccc(Cl)c1`?
Wee1 stabilizer: 2; eIF4E-4G inh: 0; Ba/F3 V617F tox: 0; BaF3 tox: 8; S1P4 agonist: -0.1; NPY-Y2 PAM-ag: 0; PERK inhibitor: 2.4; Mdm2 ligase inh: -15; S1P4 antagonist: -3

What do the screens show for `Cc1nc(NC(=O)/C=C/c2ccco2)sc1C`?
Wee1 stabilizer: 8.9*; eIF4E-4G inh: 2; Ba/F3 V617F tox: 2; BaF3 tox: 8; S1P4 agonist: -0.5; NPY-Y2 PAM-ag: -2; PERK inhibitor: 1.4; Mdm2 ligase inh: -14; S1P4 antagonist: -7

Results for COc1ccccc1-n1cnc2c(c1=O)c1nc3ccccc3nc1n2-c1ccc(C)cc1 ?
Wee1 stabilizer: -3; eIF4E-4G inh: -2; Ba/F3 V617F tox: -5; BaF3 tox: 7; S1P4 agonist: -0.8; NPY-Y2 PAM-ag: 1; PERK inhibitor: 0.1; Mdm2 ligase inh: -13; S1P4 antagonist: -18

How did COc1ccccc1N1CCN(CC(=O)N2N=CCC2c2ccccc2)CC1 (centres undefined) do in these assays?
Wee1 stabilizer: 3; eIF4E-4G inh: 0; Ba/F3 V617F tox: -8; BaF3 tox: 4; S1P4 agonist: 0.2; NPY-Y2 PAM-ag: -5; PERK inhibitor: 0.6; Mdm2 ligase inh: -3; S1P4 antagonist: -14

Results for COc1ccc(S(=O)(=O)NC(N)=NCCc2ccccc2)cc1 ?
Wee1 stabilizer: 2; eIF4E-4G inh: -2; Ba/F3 V617F tox: 4; BaF3 tox: 9; S1P4 agonist: -0.4; NPY-Y2 PAM-ag: -3; PERK inhibitor: 0.5; Mdm2 ligase inh: -10; S1P4 antagonist: -3

What do the screens show for `Cc1ccnc(N2CCC(C(=O)NCc3ccc4c(c3)OCO4)CC2)n1`?
Wee1 stabilizer: -2; eIF4E-4G inh: -1; Ba/F3 V617F tox: -1; BaF3 tox: 1; S1P4 agonist: 1.6; NPY-Y2 PAM-ag: -22; PERK inhibitor: 1.0; Mdm2 ligase inh: -21; S1P4 antagonist: -23

How did O=C(CSc1nncs1)NC1CCCc2ccccc21 (centres undefined) do in these assays?
Wee1 stabilizer: 7; eIF4E-4G inh: -4; Ba/F3 V617F tox: -1; BaF3 tox: 6; S1P4 agonist: 1.2; NPY-Y2 PAM-ag: 10; PERK inhibitor: 0.3; Mdm2 ligase inh: -5; S1P4 antagonist: -12

How did O=C(O)CCCC(=O)NCc1ccccn1 do in these assays?
Wee1 stabilizer: 0; eIF4E-4G inh: 1[fluorescence artefact?]; Ba/F3 V617F tox: -2; BaF3 tox: 3; S1P4 agonist: 2.1; NPY-Y2 PAM-ag: 4; PERK inhibitor: 0.5; Mdm2 ligase inh: -3; S1P4 antagonist: -12

How did CC(C)CC(=O)Nc1ccc(N2CCOCC2)cc1 do in these assays?
Wee1 stabilizer: 1; eIF4E-4G inh: 12[fluorescence artefact?]; Ba/F3 V617F tox: 6; BaF3 tox: 7; S1P4 agonist: 1.5; NPY-Y2 PAM-ag: -7; PERK inhibitor: -0.4; Mdm2 ligase inh: 0; S1P4 antagonist: 8

What do the screens show for `CC1(C)N([O-])C(c2ccccc2)=C[N+](=O)C1(C)C`?
Wee1 stabilizer: 9.3*; eIF4E-4G inh: 9; Ba/F3 V617F tox: -5; BaF3 tox: 0; S1P4 agonist: -0.5; NPY-Y2 PAM-ag: 6; PERK inhibitor: 1.1; Mdm2 ligase inh: -16; S1P4 antagonist: 9

Assay outcomes from PubChem BioAssay.
